Abeta yeast res = qHTS for compounds that reverse cellular toxicity of Amyloid beta (A-beta) peptide in yeast: Primary Screen; 0.063% of 410,000 active; Potency, µM (doses to about 46.1 µM), inactives show at the highest dose growth rescue, actives largely listed as activators; yeast expressing A-beta42, growth rescue, OD600, 48 h; response scale: 0% DMSO, 100% iron-clioquinol control; note: nearly all actives have a fitted effect of over 55% in size
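Yeast growth medium received pinned compounds, then yeast cells expressing toxic A-beta were added; plates incubated at 30 C for 48 hr. Growth read as absorbance at 600 nm, normalized to DMSO and equimolar FeCl3 plus clioquinol controls.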
FUS yeast rescue = qHTS for Suppressors of FUS Proteinopathy: Primary screen using FUS-linked yeast assay | S. cerevisiae FUS-expressing, growth rescue, OD600, 24 h | Potency, µM (highest dose often 76.6 µM), for the others: at the highest dose growth rescue (activation), most hits filed as activators | 0.24% of 390,000 active;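 note: plate controls were DMSO vehicle for no effect and reference control for full effect; nearly all actives have a fitted effect of over 55% in size; some results filed as inactive show a strong effect at the top dose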
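Restored growth of FUS-toxic S. cerevisiae, read as 600 nm absorbance after 24 h at 30C in galactose medium (starting OD 0.005). Controls CP55940 and DMSO.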
Active calls of the source: *; ? = inconclusive; [ ] = remark or other dose. Calls come from the whole dose curve; as a rule, active = well fitted activation curve with a large enough effect; inconclusive = small, poorly fitted or top-dose-only effect; inactive = no such curve, though single readings can be large or run the other way. Potency is the fitted concentration of half-maximal effect. A portion of the library, so the mix of outcomes need not match the whole.

canonical_smiles: Fc1ccc2c(c1)-c1c(cnc3cc(-c4ccc(Cl)cc4)nn13)CO2
  Abeta yeast res: -16%
  FUS yeast rescue: -4%

canonical_smiles: Cc1cccc(CC(=O)NCc2nc3cccnc3n2Cc2ccc(F)cc2)c1
  Abeta yeast res: -14%
  FUS yeast rescue: -8%

canonical_smiles: COc1cccc(NS(=O)(=O)c2ccc3[nH]cc(C(=O)N4CCCCCC4)c(=O)c3c2)c1
  Abeta yeast res: -21%
  FUS yeast rescue: 0%

canonical_smiles: O=C1CC(c2nnc(Cc3ccc(F)cc3Cl)o2)CN1c1ccccc1 (centres undefined)
  Abeta yeast res: -4%
  FUS yeast rescue: 2%

canonical_smiles: Cc1ccc(NC(=O)C(Cc2ccccc2)NS(=O)(=O)c2ccc3c(c2)oc(=O)n3C)c(Cl)c1 (centres undefined)
  Abeta yeast res: -8%
  FUS yeast rescue: 8%

canonical_smiles: CCOc1ccccc1C(=O)N1CCC(c2nc3ccccc3o2)CC1
  Abeta yeast res: -5%
  FUS yeast rescue: 13%

canonical_smiles: O=C(NCCc1ccccc1)C1CCN(c2nc3ccccc3nc2C(F)(F)F)CC1
  Abeta yeast res: -2%
  FUS yeast rescue: -6%

canonical_smiles: COC(=O)c1scc(-c2ccc(C)cc2)c1S(=O)(=O)N1CCN(c2ccc(OC)cc2)CC1
  Abeta yeast res: -20%
  FUS yeast rescue: 22µM*

canonical_smiles: COc1ccc(-c2nn(C)c3sc(C(=O)N4CCN(c5ccccc5F)CC4)cc23)cc1OC
  Abeta yeast res: -4%
  FUS yeast rescue: -9%

canonical_smiles: CC(=O)c1ccc(S(=O)(=O)Nc2ccc(-c3ccc(N4CCCCCC4)nn3)cc2)cc1
  Abeta yeast res: -13%
  FUS yeast rescue: 14%

canonical_smiles: CCOc1ccc(C(=O)Nc2ccc(-c3nnc4n3CCCCC4)cc2)cc1OCC
  Abeta yeast res: -10%
  FUS yeast rescue: -13%

canonical_smiles: COc1ccc(NC(=O)c2sc3nc4c(cc3c2N)CCCCCC4)cc1OC
  Abeta yeast res: -5%
  FUS yeast rescue: 22%

canonical_smiles: COc1ccc(CCNC(=O)c2c(C)oc3ncn(CC(C)C)c(=O)c23)cc1OC
  Abeta yeast res: -7%
  FUS yeast rescue: 15%

canonical_smiles: Cc1cc(C)cc(Nc2cc(C)nc3nc(-c4ccco4)nn23)c1
  Abeta yeast res: 12%
  FUS yeast rescue: -17%

canonical_smiles: Cc1noc2ncnc(NCCc3ccccc3)c12
  Abeta yeast res: 9%
  FUS yeast rescue: -13%

Three compounds drawn at random from those above, as already listed:
canonical_smiles: O=C1CC(c2nnc(Cc3ccc(F)cc3Cl)o2)CN1c1ccccc1 (centres undefined)
  Abeta yeast res: -4%
  FUS yeast rescue: 2%

canonical_smiles: COc1ccc(NC(=O)c2sc3nc4c(cc3c2N)CCCCCC4)cc1OC
  Abeta yeast res: -5%
  FUS yeast rescue: 22%

canonical_smiles: COc1ccc(CCNC(=O)c2c(C)oc3ncn(CC(C)C)c(=O)c23)cc1OC
  Abeta yeast res: -7%
  FUS yeast rescue: 15%

Additional records.
canonical_smiles: CN(C1CCCCC1)S(=O)(=O)c1ccc(F)c(C(=O)Nc2ccc(C(F)(F)F)cc2)c1
  Abeta yeast res: -7%
  FUS yeast rescue: 7%

canonical_smiles: Cc1c(Cl)cccc1NC(=O)CCn1cnnn1
  Abeta yeast res: 1%
  FUS yeast rescue: -9%

canonical_smiles: COCCCNC(=O)C1CCN(c2nc3ccc(Cl)cc3[nH]2)CC1
  Abeta yeast res: 0%
  FUS yeast rescue: -3%

canonical_smiles: Cc1ccc(S(=O)(=O)c2nc(S(=O)(=O)c3ccc(C)cc3)c(NC(C)C)s2)cc1
  Abeta yeast res: -9%
  FUS yeast rescue: -3%

canonical_smiles: COc1ccc(NC(=O)C2Cc3ccccc3N2C(=O)c2ccccc2)cc1OC (centres undefined)
  Abeta yeast res: -11%
  FUS yeast rescue: -12%

canonical_smiles: COc1ccc(N2CCN(C(=O)c3ccc4nc(N5CCC(C)CC5)sc4c3)CC2)cc1
  Abeta yeast res: 0%
  FUS yeast rescue: 30%

canonical_smiles: CCc1ccc(NC(=O)C(=O)NCC(c2cccnc2)N2CCc3ccccc3C2)cc1 (centres undefined)
  Abeta yeast res: 1%
  FUS yeast rescue: 10%

canonical_smiles: CCN1CCN(CCCNC(=O)c2cnn(-c3ccc(C)cc3)c2C2CCN(C(=O)OC(C)(C)C)CC2)CC1
  Abeta yeast res: 4%
  FUS yeast rescue: 19%

canonical_smiles: O=C(CCn1cnc2onc(-c3ccc(F)cc3)c2c1=O)Nc1cccc(C(F)(F)F)c1
  Abeta yeast res: 4%
  FUS yeast rescue: 2%

canonical_smiles: CC1CCc2c(sc(NC(=O)CCCOc3ccccc3)c2C(N)=O)C1 (centres undefined)
  Abeta yeast res: -9%
  FUS yeast rescue: -1%

canonical_smiles: CN(C)S(=O)(=O)c1ccc2c(c1)N(CC(=O)N1CCN(c3cccc(Cl)c3)CC1)CCS2
  Abeta yeast res: -7%
  FUS yeast rescue: -3%

canonical_smiles: Cn1nc(-c2ccc(C(=O)Nc3cccc(C(F)(F)F)c3)cc2)c2ccccc2c1=O
  Abeta yeast res: 11%
  FUS yeast rescue: 20%

canonical_smiles: COc1ccccc1Cc1nc2ccccc2nc1SCC(=O)N1CCN(c2ccccc2)CC1
  Abeta yeast res: -13%
  FUS yeast rescue: 14%

canonical_smiles: CCc1cccc(C)c1NC(=O)C1CCN(c2nnc(C)c3c(C)n(-c4ccccc4)nc23)CC1
  Abeta yeast res: -8%
  FUS yeast rescue: 15%

canonical_smiles: Cc1ccc(NC(=O)Cn2c(=O)n(CCC(=O)NCCc3ccccc3)c(=O)c3ccccc32)cc1
  Abeta yeast res: -10%
  FUS yeast rescue: -5%

Following part
Values run as follows: Abeta yeast res, FUS yeast rescue
Cc1ccc(Cl)c2c1N[C@@H](c1ccc(C(=O)O)cc1)[C@H]1CC=C[C@@H]21
→ -85%[inhibitor], ?
O=C(Nc1cc(C(F)(F)F)ccc1Cl)c1cc2nc(-c3ccc4c(c3)OCO4)cc(C(F)(F)F)n2n1
→ -16%, 10%
CCOC(=O)CCn1cnc2onc(-c3cc(OC)ccc3Cl)c2c1=O
→ -1%, -1%
CCC(Sc1nc2ncccc2o1)C(=O)Nc1cccc(C)c1 (centres undefined)
→ -4%, -25%
CCOCCc1nn2c(=O)cc(COC(=O)COc3ccc(C)c(C)c3)nc2s1
→ -6%, 27%
COc1ccc(-c2c(C)c3ccc(O)c(CN4CCCC4)c3oc2=O)cc1OC
→ -29%, 9%
Cc1ccc(NC(=O)CCc2c(C)nc3c(-c4ccc(F)cc4)c(C)nn3c2C)cc1F
→ -3%, 7%
CCOC(=O)c1c(NC(=O)Cc2coc3ccc(CC)cc23)sc2c1CCC2
→ 11%, -10%
Cc1cccc(Cn2c(C)c(C)c3cc(C(=O)NCc4ccc(C)o4)ccc32)c1
→ -10%, 20%
CCOC(=O)c1ccc(NC(=O)Cn2nc(SC)c(S(=O)(=O)c3ccc(Cl)cc3)c2N)cc1
→ 3%, ?
CC1CCCCN1C(=O)Cn1c(=O)n(-c2ccc(Cl)cc2)c(=O)c2c3c(sc21)CCC3 (centres undefined)
→ -3%, -24%
CC(=O)c1cccc(NC(=O)c2nc(-c3ccccc3)n(-c3ccccc3C)n2)c1
→ -14%, 13%
COc1ccc(C2CC(=O)c3c([nH]c(C(=O)OCc4ccccc4)c3C)C2)cc1OC (centres undefined)
→ -11%, -2%
CC(=O)N1CCc2c(sc3c2c(=O)n(-c2cc(Cl)ccc2C)c(=O)n3C)C1
→ -22%, 19%
Cc1ccc2oc(=O)n(CCCOc3ccc(Cl)cc3)c2c1
→ -13%, 5%
CCOc1ccc(-n2c(-c3ccc(Br)cc3)cc3c2CC(C)(C)CC3=O)cc1
→ -2%, -1%
CCc1nn(CC(=O)NCCOC)c(=O)c2cc3cc(F)ccc3n12
→ 0%, -7%
CC1=C(c2ccc(C)c(C)c2)S(=O)(=O)N=C1N1CCC(C(=O)NCCc2ccco2)CC1
→ 1%, 16%
Cc1ccc(NC(=O)Cn2c(=O)n(Cc3ccc4c(c3)OCO4)c(=O)c3ccc(C(=O)NC4CCCCC4)cc32)cc1
→ -7%, -7%
CCOC(=O)c1cc2c(=O)n3ccccc3nc2n(CC2CCCO2)c1=NC(=O)c1cccc(C)c1 (centres undefined)
→ -20%, 16%
Cc1ccc(C)c(N2CCN(C(=O)CN3CCSc4ccc(S(=O)(=O)N(C)C)cc43)CC2)c1
→ -18%, -2%
Cc1ccccc1-c1nc(CS(=O)CC(=O)N2CCN(c3cc(Cl)ccc3C)CC2)c(C)o1 (centres undefined)
→ 17%, 39%
Cc1ccc(C)c(NC(=O)CN2CCSc3ccc(S(=O)(=O)N4CCCC4)cc32)c1
→ -3%, ?
Cc1ccc(C)c(CSc2cn(CC(=O)N3CCCC3)c3ccccc23)c1
→ 16%, ?
Cc1nnc2c(N3CCN(c4ccccc4F)CC3)nc3ccccc3n12
→ -15%, 4%
Cc1cccn2c(=O)c3cc(C(=O)NC(C)c4ccccc4)c(=N)n(CCOCCO)c3nc12 (centres undefined)
→ -11%, 2%
Cc1cc(C)cc(NC(=O)Cn2cc(C(=O)c3ccncc3)c(=O)c3cc(C)c(C)cc32)c1
→ -9%, 54%
COc1ccc(-c2noc(CNC(=O)c3cc(OC)c(OC)c(OC)c3)n2)cc1
→ -11%, 0%
COc1ccccc1-n1c(=O)c2c3c(sc2n(C)c1=O)CN(C(C)=O)CC3
→ -4%, -6%
Cc1cccc(C(=O)N2CCNC(=O)C2CC(=O)Nc2ccc(F)cc2)c1 (centres undefined)
→ -4%, 10%

The final three entries of the section above lead into the next.
Values run as follows: Abeta yeast res, FUS yeast rescue
COc1ccc(-c2noc(CNC(=O)c3cc(OC)c(OC)c(OC)c3)n2)cc1
→ -11%, 0%
COc1ccccc1-n1c(=O)c2c3c(sc2n(C)c1=O)CN(C(C)=O)CC3
→ -4%, -6%
Cc1cccc(C(=O)N2CCNC(=O)C2CC(=O)Nc2ccc(F)cc2)c1 (centres undefined)
→ -4%, 10%
CCOc1ccc(CNC(=O)C2CCN(C3=NS(=O)(=O)C(c4ccc(C)cc4)=C3CC)CC2)cc1
→ -6%, 12%
O=C(NCCc1ccccc1)C(=O)Nc1cccc(Br)c1
→ -5%, -5%
CCN(C(=O)C(=O)Nc1ccc2nc3n(c(=O)c2c1)CCCCC3)c1ccc(F)cc1
→ -3%, 11%
Cc1cccc(NC(=O)CSc2nc3c([nH]c4ccccc43)c(=O)n2C)c1C
→ 7%, -6%
COc1ccc(Cn2c(=O)n(-c3ccccc3C)c(=O)c3c4c(sc32)CN(C(C)=O)CC4)cc1
→ 4%, ?
COc1cccc(C2CC(=O)Nc3c2c(=O)n(C)c2nc4ccccc4n32)c1OC (centres undefined)
→ -14%, -14%
Cc1ccc(Nc2ccc(N3CCN(C(=O)c4ccc([N+](=O)[O-])cc4Cl)CC3)nn2)cc1
→ -12%, 26%
COc1ccc(N2CCN(C3C(=O)c4ccccc4N3C(C)=O)CC2)cc1 (centres undefined)
→ 4%, -7%
O=C(NCCc1ccc(Cl)cc1)c1nnc(Cc2ccc(Cl)cc2Cl)o1
→ 1%, -29%
CN(C(=O)CSc1nc2ccc(NC(=O)c3ccccc3F)cc2s1)c1ccccc1
→ -7%, 20%

Rewritten tab-delimited: three of the compounds above.
molecule	Abeta yeast res	FUS yeast rescue
COc1ccc(Cn2c(=O)n(-c3ccccc3C)c(=O)c3c4c(sc32)CN(C(C)=O)CC4)cc1	4%	?
COc1cccc(C2CC(=O)Nc3c2c(=O)n(C)c2nc4ccccc4n32)c1OC (centres undefined)	-14%	-14%
Cc1ccc(Nc2ccc(N3CCN(C(=O)c4ccc([N+](=O)[O-])cc4Cl)CC3)nn2)cc1	-12%	26%

Next part.
Values run as follows: Abeta yeast res, FUS yeast rescue
Cc1ccc(N2CC(NC(=O)c3ccc(S(=O)(=O)N4CCCC4)cc3)CC2=O)cc1 (centres undefined)
→ 12%, -8%
Cc1ccc(N2CCN(c3nc4ccc(C(=O)c5ccccc5)cc4n4cnnc34)CC2)c(C)c1
→ -14%, -3%
COc1cccc(Cn2cc(C(=O)c3ccc(Cl)cc3)c(=O)c3ccccc32)c1
→ -16%, 36%
O=C(Cn1cnc2onc(-c3ccc(F)cc3)c2c1=O)N1CCN(c2ccc(F)cc2)CC1
→ 5%, 3%
COc1ccc(Cl)cc1NC(=O)c1cc2c(=O)n3ccccc3nc2s1
→ -5%, 14%
CCc1ccc(-n2c(=O)c3c(C)c(C(=O)N(C)C)sc3n(Cc3ccccc3F)c2=O)cc1
→ -13%, 20%
COc1ccc(-n2c(Cc3ccccc3)nnc2SCc2nc(-c3ccccc3C)no2)cc1
→ 14%, ?
Cc1nnc2c3ccccc3nc(Nc3cccc(O)c3)n12
→ 10%, 3%

Screening data (PubChem)
